# Wnt act: activators of Wnt/beta-catenin signaling; Wnt/beta-catenin reporter cell assay, activator, plate reader; 1.2% of 300,000 active; AID 743398; activation, % at 9.35 µM; in the data active means activation above about 30%, passing the limit was not always enough;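 further: 0% = neutral control wells and 100% = positive control wells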
# NSD2 inh: blocks human histone methyltransferase NSD2; O96028; NSD2 peptide methylation, AlphaScreen, 120 min; inhibition, % at 12.5 µM; 0.54% of 310,000 active; AID 743445; in the data active means inhibition above about 50%
# CDK5 inh: blocks human CDK5/p35 kinase activity. Recombinant CDK5/p35, ADP-Glo luminescence, 60 min. Q00535+Q15078. 0.01% of 330,000 active. AID 488839. inhibition, % at 10 µM;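 active means highest replicate inhibition of at least 50% and at least 75% of replicates reaching 50%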;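 further: plate controls were DMSO neutral control for no effect and GW8510 at 10 µM for full effect; many of its hits are not listed in these tables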
# Target sequence (Q00535 whole entry, looked up): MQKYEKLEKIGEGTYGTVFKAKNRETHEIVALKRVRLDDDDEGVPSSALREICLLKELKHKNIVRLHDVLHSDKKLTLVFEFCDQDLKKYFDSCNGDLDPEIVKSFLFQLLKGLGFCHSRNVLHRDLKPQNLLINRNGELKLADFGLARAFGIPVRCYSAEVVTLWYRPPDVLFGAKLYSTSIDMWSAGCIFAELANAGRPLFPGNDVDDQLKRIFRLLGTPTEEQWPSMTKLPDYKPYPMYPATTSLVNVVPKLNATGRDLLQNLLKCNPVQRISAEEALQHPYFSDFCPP
# Target sequence (Q15078 whole entry, looked up): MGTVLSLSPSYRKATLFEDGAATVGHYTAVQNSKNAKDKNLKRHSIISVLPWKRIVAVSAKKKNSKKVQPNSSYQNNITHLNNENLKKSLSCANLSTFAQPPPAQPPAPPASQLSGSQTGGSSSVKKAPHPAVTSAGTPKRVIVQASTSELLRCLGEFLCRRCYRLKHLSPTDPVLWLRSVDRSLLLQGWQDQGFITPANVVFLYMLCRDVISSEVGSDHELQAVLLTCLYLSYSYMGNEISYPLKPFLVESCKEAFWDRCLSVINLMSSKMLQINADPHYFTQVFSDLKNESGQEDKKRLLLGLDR
# HTR5A inv ag: inverse agonist of human HTR5A in OPRM1-OPRD1 counter-screen | P47898 | HTR5A cell line, luminescence, inverse agonism | inhibition, % at 9.3 µM | 0.083% of 340,000 active; in the data active means inhibition mostly above about 23%, no sharp cut-off; inactive means mostly below about 18%;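 further: 0% = cells with DMSO and 100% = no-cell wells with DMSO; some compounds called inactive have numbers as strong as hits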
# HTR5A ag: activates human HTR5A in OPRM1-OPRD1 agonist counter-screen | activation, % at 9.3 µM | HTR5A agonist assay, luminescence, cell-based | 0.61% of 340,000 active | P47898; in the data active means activation mostly above about 9.5%, no sharp cut-off; inactive means mostly below about 7.6%;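 further: 0% = cells with vehicle only and 100% = reference agonist; strong numbers were not always called active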
# dFosB activator: mouse delta FosB homodimer activation | P13346 | purified delta FosB, TAMRA-CDK5 oligo fluorescence polarization; percent of positive-control signal above neutral wells | activation, % at 25 µM | 0.99% of 340,000 active;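 active means mean activation above about 17%, with every replicate also reaching it, limit read from the data, passing the limit was not always enough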;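 further: fluorescence polarization rise as delta FosB binds a TAMRA Cdk5 AP-1 oligo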
# Target sequence (P13346 whole entry, looked up): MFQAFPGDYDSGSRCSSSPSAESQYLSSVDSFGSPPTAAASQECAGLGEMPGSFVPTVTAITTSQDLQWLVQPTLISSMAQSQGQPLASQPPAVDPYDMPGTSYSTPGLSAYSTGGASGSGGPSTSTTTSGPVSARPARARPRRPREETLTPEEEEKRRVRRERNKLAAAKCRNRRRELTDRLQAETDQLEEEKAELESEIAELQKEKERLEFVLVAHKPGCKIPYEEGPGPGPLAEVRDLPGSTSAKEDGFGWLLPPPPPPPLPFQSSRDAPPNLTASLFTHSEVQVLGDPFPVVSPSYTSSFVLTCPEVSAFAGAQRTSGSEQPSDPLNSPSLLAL
# MITF act: activators of MITF-driven TRPM1 promoter activity in SK-MEL-5 cells. activation, % at 12.5 µM. AID 588334. SK-MEL-5 TRPM1-promoter luciferase, 24 h; % of positive control, neutral wells = 0. 0.75% of 300,000 active;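 active means mean activation of at least 80% with every replicate also reaching 80%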;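 further: 0% = neutral control wells and 100% = parthenolide positive control wells; values of inactives mirror those of a sister screen read the other way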
# SR-BI HDL uptake: inhibitors of mouse SR-BI mediated HDL lipid uptake; ldlA[mSR-BI] CHO cells, DiI-HDL uptake fluorescence, 3 h; inhibition, % at 12.5 µM; 0.96% of 320,000 active;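 active means mean replicate inhibition of at least 70% and a set share of replicates each scoring 70 or more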;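 further: 0% = median of neutral control wells and 100% = median of positive control wells; values of inactives mirror those of a sister screen read the other way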
# V-ATPase pH: regulators of yeast V-ATPase proton transport; S. cerevisiae, pHLuorin cytosolic pH fluorescence; response, % at 10 µM; 0.37% of 350,000 active; AID 504577; in the data active means response mostly above about 7.3%, no sharp cut-off; inactive means mostly below about 5.4%; further: actives read high; inactives centre near 0; some compounds called inactive have numbers as strong as hits; reference of the scale not given here
# PvdQ inh: blocks Pseudomonas aeruginosa PvdQ acylase activity | 0.063% of 340,000 active | purified PvdQ acylase, fluorescence plate reader | inhibition, % at 10 µM; in the data active means inhibition above about 30%, passing the limit was not always enough;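 further: 0% = vehicle neutral wells and 100% = reference inhibitor wells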
# * hit, by the source's call; nt = no result given.
SMILES,Wnt act,NSD2 inh,CDK5 inh,HTR5A inv ag,HTR5A ag,dFosB activator,MITF act,SR-BI HDL uptake,V-ATPase pH,PvdQ inh
C=CCN=C(NC#N)SCc1ccccc1Cl,16.5,nt,1.0,-7.0,-2.6,-3.4,1.0,-13.6,0.8,-0.4
O=C1COc2ccc(C(=O)COC(=O)/C=C/c3cccc(F)c3)cc2N1,-3.4,nt,0.4,-1.2,0.4,80.1*,-2.3,6.5,-2.0,-5.0
Cc1cccc(NC(=O)NCCCCc2ccccc2)c1,0.5,-1.2,-0.8,-1.8,0.7,-2.7,7.2,-0.4,-2.0,2.1
Cn1nc(OC(=O)Nc2cccc(Cl)c2)cc1C(F)(F)F,-0.2,nt,-0.4,-8.2,3.3,-8.8,5.0,nt,2.2,-0.6
Cc1cc(C)n(C2=NS(=O)(=O)c3ccccc32)n1,nt,-1.9,-0.1,8.7,-3.2,1.0,nt,-10.7,2.6,22.4
Cc1cc(C)c(S(=O)(=O)NCCC2CCCN2C)c(C)c1 (centres undefined),nt,3.2,-2.9,-4.5,1.6,-3.1,nt,-17.1,0.4,3.0
Cc1cccc(N=C2NC(=O)CS2)c1,nt,-0.3,0.9,-24.1,-5.0,3.9,-7.9,-13.3,-1.8,-13.9
CCOC(=O)Cc1csc(NC(=O)c2c(-c3c(Cl)cccc3Cl)noc2C)n1,-1.9,nt,nt,-13.4,-4.5,-7.2,4.5,4.2,0.1,-2.3
CCCc1cc(=O)[nH]c(SCC(=O)N2CCN(S(=O)(=O)c3ccc(C)cc3C)CC2)n1,nt,-2.4,0.0,4.8,-1.4,1.0,-5.0,nt,-1.2,14.9
Cc1ccc(F)c(NC(=O)c2c(-c3ccccc3)noc2C)c1,1.1,48.8,0.3,-4.2,1.6,-7.8,12.9,21.7,-1.0,-5.7
O=C(NCCCCO)C(F)(F)C(F)(F)C(F)(F)C(=O)NCCCCO,-6.6,-1.3,0.5,7.8,0.7,-6.9,nt,-10.5,2.8,-6.4
NS(=O)(=O)c1cccc(NC(=O)COC(=O)/C=C/c2nc3ccccc3s2)c1,8.5,-0.8,0.0,14.0,-3.6,-7.0,6.4,-11.1,3.8,-6.8
O=c1c2ccccc2nc(SCc2nc3ccccc3s2)n1Cc1ccco1,nt,-1.8,-1.3,2.3,6.2,-11.1,-3.7,16.5,2.3,-6.0
COc1ccc(S(=O)(=O)Nc2ccc3c(c2)CC(=O)N([C@H](C)CO)C[C@H](C)[C@H](CN(C)C(=O)Nc2ccc4c(c2)OCO4)O3)cc1,0.6,nt,-2.4,11.5,4.2,5.3,-12.0,6.2,-4.7,-9.5
COc1cc(C(=O)NC(=S)NCc2ccco2)cc(OC)c1OC,nt,1.2,1.5,-14.7,3.4,-11.0,-8.8,45.7,0.4,-7.0
CCOc1ccccc1C1C2C(=O)N(c3ccccc3)C(=O)C2ON1c1ccccc1 (centres undefined),nt,-2.1,-1.0,8.4,-4.7,-4.1,-2.9,9.1,-2.3,-12.7
C/C(=N\NS(=O)(=O)c1ccc(Cl)cc1)c1ccc(NC(=O)c2ccco2)cc1,12.4,-2.1,-1.6,-10.2,3.8,-6.8,44.2,-26.0,-0.1,-6.0
COc1cc(-n2c(=O)c3ccccc3n(Cc3cc(=O)n4ccccc4n3)c2=O)cc(OC)c1OC,0.6,-3.6,0.8,10.3,-3.8,1.9,6.8,-2.0,-1.7,3.0
O=C(CSc1ccc(-c2ccc(F)cc2)nn1)N1CCCc2ccccc21,-2.3,-1.8,-2.2,22.2,4.4,-15.7,5.9,28.6,-1.0,-11.0
C/C(=N/NC(=O)COc1cc(C)ccc1C(C)C)C(=O)O,-1.4,-5.4,-3.4,-13.5,3.5,-3.2,4.3,-27.5,-3.7,-12.7
Cc1c(C(=O)NC(=S)NCc2cccnc2)oc2ccccc12,0.5,-1.8,-6.5,2.5,-1.0,-2.8,15.1,6.1,5.8,-9.0
Cc1ccc(C(=O)N2CCC(C(=O)NC3CCCCCC3)CC2)cc1,-1.9,1.4,-0.1,-1.0,0.4,-3.3,-5.7,nt,0.0,-17.5
O=C(Cc1ccc([N+](=O)[O-])cc1)Nc1ccon1,2.8,6.2,1.6,-1.8,-2.8,-11.2,5.0,0.8,-3.3,-13.7
COc1ccc(CSc2nnnn2C)cc1[N+](=O)[O-],17.4,3.2,-1.0,16.4,2.6,-9.1,1.5,-5.5,-0.8,-5.3
Cc1nn(-c2ccccc2)c(C)c1NS(=O)(=O)c1ccccc1,nt,1.5,-1.1,-14.7,4.5,-10.1,-20.3,31.3,10.3,4.3

# Following part:
SMILES,Wnt act,NSD2 inh,CDK5 inh,HTR5A inv ag,HTR5A ag,dFosB activator,MITF act,SR-BI HDL uptake,V-ATPase pH,PvdQ inh
Cc1ccc(C(C)NC(=S)NCc2ccc(F)cc2)cc1C (centres undefined),-1.5,-1.4,0.6,-2.6,1.0,-9.6,2.2,-21.8,-4.0,-16.3
Cc1cccc(NC(=O)CCc2nc3sc4c(c3c(=O)[nH]2)CCCC4)c1,-1.6,0.1,-6.1,6.9,-2.5,20.2*,-1.3,-0.5,3.3,-8.1
Cc1cc(C)cc(NC(=O)c2cccc(NC(=O)C3C4CC5OC(=O)C3C5C4)c2)c1 (centres undefined),-0.7,-2.6,0.8,16.1,-1.1,-6.6,4.4,21.5,1.3,3.2
Cc1cc(C)n(C(=O)c2ccc(C)c(S(=O)(=O)N3CCCC3)c2)n1,-2.9,-1.3,-1.3,-13.7,5.0,-7.6,2.1,16.2,-1.5,-13.3
O=C(NCc1cccs1)Nc1ccc2c(c1)OCO2,nt,2.4,1.2,0.6,-0.2,-10.2,nt,-9.9,0.8,-14.9
N#Cc1c(NC(=O)Cn2nc(C(F)(F)F)c3c2CCCC3)sc2c1CCC2,nt,-0.3,0.8,15.2,1.6,-10.6,nt,-24.9,10.2*,-9.0
O=C(OCC(=O)N1CCN(C(=O)c2ccco2)CC1)c1cc(-c2ccco2)nc2ccccc12,-2.6,1.7,-0.3,28.1,2.0,-35.9,-4.6,39.2,10.6,-0.1
Cc1cc(OC(=O)c2cccc(F)c2)c([N+](=O)[O-])c(=O)[nH]1,-0.4,-0.9,-1.5,-4.1,1.1,-6.3,-1.0,-1.7,-1.2,-6.7
COc1ccc(NC(=O)NCc2ccc3c(c2)OCO3)c(OC)c1,1.8,-2.5,-0.1,-2.9,1.2,-2.2,12.3,-6.5,6.9,-6.9
COc1ccccc1-c1nc(SCC(=O)N2CCOCC2)n[nH]1,-1.0,-2.2,0.6,-36.0,12.1,-0.9,-18.8,nt,0.1,-9.5
CC(C)(C)Cc1nnc(NC(=O)Cc2ccc([N+](=O)[O-])cc2)s1,-3.9,-1.8,-0.9,-4.4,1.3,1.2,0.0,-0.4,-0.5,-5.8
COc1ccc(N(CC(=O)Nc2ccc(OC)c(Cl)c2)S(=O)(=O)c2c(C)noc2C)cc1,-5.8,-2.0,0.7,5.0,-2.0,3.4,-4.2,17.6,1.2,-10.7
O=[N+]([O-])c1ccc(Nc2ccccn2)c([N+](=O)[O-])c1,0.8,1.7,1.2,-30.6,-1.6,-0.3,-6.0,-15.4,-0.4,8.6
Cc1ccc(NC(=O)CNC(=O)c2ccccc2F)cc1Cl,-9.2,nt,-1.3,-7.5,-3.7,-1.5,41.9,-3.0,1.9,-0.7
CCn1cc(C(=O)NCCCOC)c(=O)c2cc(S(=O)(=O)N3CCC(C)CC3)ccc21,1.5,-1.8,1.4,-2.2,3.7,-10.6,17.5,-0.4,-0.3,5.7
C=C(C)C(=O)N1CC2(CC(c3cccc(NC(=O)c4ccccc4)c3)=NO2)C[C@@H]1C(N)=O (some centres undefined),-9.3,nt,-3.6,21.0,-8.3,-0.4,-2.3,24.2,3.0,-7.8
CC(C)Oc1ccc(CNC(=O)CCC(=O)N2CCSc3ccccc32)cc1,-2.7,nt,-0.6,-19.7,6.5,-5.3,1.9,-3.9,-2.2,-10.1
Cc1ccccc1NC1=C(Cl)C(=O)OC1OC(=O)c1ccco1 (centres undefined),-2.9,nt,-1.5,1.7,0.0,2.7,9.9,-19.7,2.1,8.9
COc1ccc(-c2nnc(SCC(=O)Nc3nc4ccccc4s3)n2C)cc1,-3.4,-1.4,0.5,-18.1,-3.1,1.1,1.8,2.8,-4.5,4.1
CCOC(=O)C1(CC2CC2)CCN(S(=O)(=O)/C=C/c2ccccc2)CC1,-1.0,-2.6,-0.7,-22.0,1.0,-4.5,-1.2,2.6,-0.2,-11.7
CCOC(=O)c1[nH]c(COC(=O)CCOc2ccccc2OC)c(C(=O)OCC)c1C,-6.7,1.3,-4.6,-9.8,4.1,1.2,10.7,38.1,-1.4,-14.2
CCCCn1c(-c2nn(C)cc2Cl)n[nH]c1=S,nt,-3.6,1.4,27.9,-5.4,-2.8,14.8,-10.5,11.7,-14.8
Cc1ccccc1C(=O)c1c[nH]c(C(=O)NCC2CCCO2)c1 (centres undefined),-1.8,4.1,1.1,1.2,-0.5,0.5,2.2,nt,-4.2,-4.9
CCOC(=O)C1CCN(S(=O)(=O)c2cccc(-c3cn4cc(C)ccc4n3)c2)CC1,nt,1.1,-0.4,-3.7,-2.4,-0.6,-2.6,0.6,0.1,-8.2
c1ccc(Cc2nnc3sc(-c4cccs4)nn23)cc1,4.0,-0.4,-0.6,17.5,-0.5,-21.2,-2.4,-14.2,-4.0,8.5

# Complete entries, looked up by structure. Values in the order: Wnt act, NSD2 inh, CDK5 inh, HTR5A inv ag, HTR5A ag, dFosB activator, MITF act, SR-BI HDL uptake, V-ATPase pH, PvdQ inh
# `COc1ccc(NC(=O)NCc2ccc3c(c2)OCO3)c(OC)c1` is listed as 1.8, -2.5, -0.1, -2.9, 1.2, -2.2, 12.3, -6.5, 6.9, -6.9
# `c1ccc(Cc2nnc3sc(-c4cccs4)nn23)cc1` is listed as 4.0, -0.4, -0.6, 17.5, -0.5, -21.2, -2.4, -14.2, -4.0, 8.5
# `C=C(C)C(=O)N1CC2(CC(c3cccc(NC(=O)c4ccccc4)c3)=NO2)C[C@@H]1C(N)=O` (some centres undefined) is listed as -9.3, nt, -3.6, 21.0, -8.3, -0.4, -2.3, 24.2, 3.0, -7.8

# Additional records:
SMILES,Wnt act,NSD2 inh,CDK5 inh,HTR5A inv ag,HTR5A ag,dFosB activator,MITF act,SR-BI HDL uptake,V-ATPase pH,PvdQ inh
COc1cc(C2NC(=S)NC(C)=C2C(=O)c2ccccc2)ccc1O (centres undefined),nt,0.6,2.7,0.9,-0.3,-6.7,1.4,-8.1,0.6,-13.5
CC(C)CC(=O)NC(=S)NCCc1ccccc1,11.8,-2.8,1.4,17.2,-2.0,-7.2,9.6,16.4,-0.9,-4.5
Cc1cc(SCC(=O)Nc2ncc(Cl)cc2Cl)nc2ccccc12,8.6,-1.3,0.2,-5.9,4.5,-3.3,5.2,55.1,-1.0,-2.4
CC(O)CNC(=O)c1ccc(-c2nn(C)c(=O)c3ccccc23)cc1 (centres undefined),nt,-4.4,0.8,-7.8,2.9,-4.4,nt,32.8,-0.2,-8.0
COC(=O)C1=C(C)NC(C)=C(C(=O)OC)C1C(=O)OCC(=O)c1ccc(Br)cc1,-1.5,-3.1,-1.2,6.6,-2.6,-7.8,-15.4,13.9,1.6,-11.3
O=C(Cc1ccc2c(c1)OCCO2)c1c(O)cc(O)cc1O,8.1,4.5,-1.4,-3.9,1.5,-4.3,39.4,-24.6,3.5,-0.6
O=C(CCC1CCCN(C(=O)c2ccsc2)C1)NCc1ccc(F)c(F)c1 (centres undefined),-2.4,-3.3,0.2,1.4,-0.5,0.3,20.1,1.1,-1.4,-2.0
COc1ccc(/C(N)=N/OC(=O)C2CCC(=O)N2S(=O)(=O)c2ccc(C)cc2)cc1OC (centres undefined),-0.4,-2.0,-0.7,10.4,-3.0,-4.3,-5.4,22.2,0.9,2.4
